# Source: PubChem (several laboratories)
# MC4R ag barr: human MC4R agonism via beta-arrestin; P32245; U2OS MC4R beta-arrestin complementation, luminescence; percent of melanotan II response, DMSO zero; activation, % at 8.9 µM; 360,000 tested, 0.98% active; AID 540308;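 active = activation above a per-plate cutoff, the mean activation of sample wells on that plate plus 3 SD, cut at about 8% in these data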
# Target sequence (P32245 whole entry, looked up): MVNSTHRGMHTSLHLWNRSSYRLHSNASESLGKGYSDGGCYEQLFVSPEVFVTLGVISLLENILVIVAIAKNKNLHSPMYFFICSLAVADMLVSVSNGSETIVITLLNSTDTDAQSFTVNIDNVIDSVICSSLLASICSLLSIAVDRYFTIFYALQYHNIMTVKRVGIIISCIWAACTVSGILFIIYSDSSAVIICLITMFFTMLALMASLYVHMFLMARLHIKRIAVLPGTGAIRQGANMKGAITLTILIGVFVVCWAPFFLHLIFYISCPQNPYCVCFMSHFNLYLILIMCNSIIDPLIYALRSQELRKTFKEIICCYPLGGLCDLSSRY
# HTR2A ag: activates the mouse 5-HT2A serotonin receptor | P35363 | CHO-K1 mHTR2A beta-arrestin complementation, luminescence; percent of 30 µM serotonin response | activation, % at 7.6 µM | 360,000 tested, 0.66% active;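 active = activation above a run cutoff, the mean activation of all tested compounds plus 3 SD, cut at about 14% in these data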;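 also: 0% = plate median of compound wells and 100% = 30 µM serotonin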
# Target sequence (P35363 whole entry, looked up): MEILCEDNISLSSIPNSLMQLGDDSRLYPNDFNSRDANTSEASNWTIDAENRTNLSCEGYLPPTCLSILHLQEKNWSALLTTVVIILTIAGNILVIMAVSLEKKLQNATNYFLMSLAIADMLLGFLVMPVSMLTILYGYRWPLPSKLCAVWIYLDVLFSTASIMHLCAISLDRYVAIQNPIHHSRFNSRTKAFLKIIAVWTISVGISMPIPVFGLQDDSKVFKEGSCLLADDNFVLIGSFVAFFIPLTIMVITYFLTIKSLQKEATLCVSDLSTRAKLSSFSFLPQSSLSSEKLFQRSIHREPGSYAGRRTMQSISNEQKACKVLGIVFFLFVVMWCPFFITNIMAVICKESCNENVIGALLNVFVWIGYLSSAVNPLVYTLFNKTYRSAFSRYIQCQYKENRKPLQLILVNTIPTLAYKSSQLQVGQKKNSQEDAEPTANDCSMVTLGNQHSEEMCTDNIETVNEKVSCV
# MC4R antagonist: human MC4R antagonism in cAMP assay | P32245 | MC4R-expressing cells, MTII-stimulated cAMP, LANCE TR-FRET | inhibition, % at 6.5 µM | 360,000 tested, 0.48% active;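 active = inhibition above its plate's cutoff, the mean of tested wells on that plate plus 3 SD, cut at about 29% in these data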;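 also: 0% = Melanotan II alone and 100% = Melanotan II plus saturating MCL0020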
#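 Assay system: U2OS-MC4R stable cell line; Also added: Melanotan II; Technique: Eu-cAMP/anti-cAMP TR-FRET, emission 671 nm; Times: 30-min compound, 1-h challenge, 1-h detection, room temperature.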
# aDG glyco act: increases alpha dystroglycan glycosylation; activation, % at 10 µM; AID 624168; Pro5-aDG cells, alpha-DG glycosylation AlphaScreen (IIH6); 0% Pro5, 100% B10-LARGE cell signal; 360,000 tested, 0.22% active;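 active = activation of at least 8% versus controls, or a plate z-score of at least 8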;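 also: Pro5 are CHO cells carrying HIG-tagged alpha-DG that lacks glycosylation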
# ABHD5 PLIN5 PPI: inhibitors of human ABHD5-perilipin-5 interaction; Q00G26+Q8WTS1; Split G. princeps luciferase complementation, luminescence, 4 h; inhibition, % at 4 µM; 360,000 tested, 0.78% active; AID 602281;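 active = inhibition above the mean inhibition across every tested compound plus 3 SD, cut at about 22% in these data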;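 also: 0% = DMSO only wells and the 100% control is not disclosed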
# Glyco luc inh: blocks N-linked glycosylation in D54 reporter cells; reporter increase, % at 12.5 µM; 360,000 tested, 0.23% active; AID 588692; D54 ERlucT glycosylation luciferase reporter, 24 h; percent of 100 nM tunicamycin response;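 active = mean luciferase reporter signal, scaled so untreated is 0 and the glycosylation-blocking control 100, at or above a set limit in every replicate; inconclusive = mean reaches the limit but not every replicate does; inactive = mean below the limit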;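 also: luciferase carries N-glycosylation sites so blocking glycosylation raises the light; 0% = median of neutral control wells and 100% = median of 100 nM tunicamycin wells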
# H9c2 protect: modulators protecting cardiomyocytes from myocardial damage; H9c2 cardiomyocytes, H2O2 injury protection, ATPLite, 2 h; protection from H2O2 cell death, % at 20 µM; 360,000 tested, 0.63% active; AID 588492;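 active = compounds giving at least 50% protection of heart cells from peroxide-induced death in the single-dose screen, raw or plate-pattern-corrected value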;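 also: 0% = DMSO wells with peroxide and 100% = DMSO wells without peroxide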
# ABCB6 inh 2: human ABCB6 transporter inhibition | Q9NP58 | K562-ABCB6 porphyrin accumulation, flow cytometry, 1 h; hits give low values | fluorescence ratio to DMSO, % at 10 µM | 360,000 tested, 0.19% active | AID 602162;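 active = fluorescence ratio to DMSO below 75%, the collection mean minus 3 SD; inconclusive = too few cells collected in the well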;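 also: signal is porphyrin accumulated inside mitochondria; 100% equals median channel fluorescence of DMSO control wells; lower ratio means ABCB6 inhibition with less porphyrin fluorescence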
# hiPSC survival: hiPSC single-cell survival enhancement; ATPlite luminescence; 100% = ROCK inhibitor wells, 0% = DMSO; survival enhancement, % at 20 µM; 360,000 tested, 0.044% active; AID 602274; in the data active = survival enhancement above about 18%;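 also: cells exposed to compounds for 16 hours before the ATP read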
# Exocytosis inh: blocks lytic granule exocytosis; AID 651702; inhibition, % at 10 µM; 360,000 tested, 0.66% active; TALL-104 LAMP-1 surface exposure, flow cytometry; cells stimulated with thapsigargin and PMA;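 active = inhibition above about 55%, limit read from the data; inconclusive = no clear call, values can overlap the other calls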
# * marks the source's active call; other numbers are inactive results; ? = inconclusive; nt = not tested or not shown.
SMILES,MC4R ag barr,HTR2A ag,MC4R antagonist,aDG glyco act,ABHD5 PLIN5 PPI,Glyco luc inh,H9c2 protect,ABCB6 inh 2,hiPSC survival,Exocytosis inh
COc1ccc(C(=O)Nc2cccc(C(=O)N3CCN(C)CC3)c2)cc1,-2.0,4,-2,-0.2,-1,-7,-1,87,-0.6,-3
Cn1cccc1Cc1nnc(SCC(=O)N2CCN(c3ccccc3)CC2)n1-c1ccc(F)cc1,-0.8,2,-1,-0.1,7,2,-4,97,0.5,2
O=C(CC1C(=O)NCCN1CC1CCCCC1)NCc1ccc(Cl)cc1 (stereo unspecified),-1.4,3,1,0.3,4,3,1,102,3.9,-2
c1ccc(-c2cc(-c3ccncc3)nc3ccc4ccccc4c23)cc1,-0.7,-1,6,0.9,-2,-7,10,93,1.2,31
O=C(Nc1ccccc1N1CCCC1)c1ccc([N+](=O)[O-])o1,-1.9,2,3,0.8,5,16,-11,99,-0.2,?
NC(=O)c1ccc(NC(=O)COC(=O)c2ccc(Cl)nc2)cc1,0.4,1,10,-0.2,1,3,-9,97,12,-2
CCc1ccc(NC(=O)C2C3CCC(O3)C2C(=O)O)cc1 (stereo unspecified),-0.6,-2,11,0.0,-3,0,13,98,-0.2,-2
COc1cccc(-c2ccc3nnc(SCC(=O)N4CCCC4)n3n2)c1,-4.3,-3,3,0.5,-4,2,2,98,0.2,-2
CCSc1ccccc1C(=O)NCc1cccnc1,-5.3,-4,-1,0.4,-12,1,14,90,1.2,4
Cc1nc(NC(=O)CSc2nc(N)cc(N)n2)sc1C,-0.1,-4,1,0.0,-8,3,4,95,-0.5,-14
CCCCc1c(-c2ccccc2OC)ncn1CCc1ccccc1Cl,nt,-4,nt,1.3,1,nt,nt,128,0.2,36
Cc1ccc(-c2noc(CCC(=O)NCCc3ccccc3Cl)n2)cc1,4.7,1,12,0.5,-1,-2,-2,96,1.3,-13

# Some of the entries so far, with two lines to a compound.
# Every second line gives: MC4R ag barr, HTR2A ag, MC4R antagonist, aDG glyco act, ABHD5 PLIN5 PPI, Glyco luc inh, H9c2 protect, ABCB6 inh 2, hiPSC survival, Exocytosis inh
> O=C(CC1C(=O)NCCN1CC1CCCCC1)NCc1ccc(Cl)cc1 (stereo unspecified)
→ -1.4, 3, 1, 0.3, 4, 3, 1, 102, 3.9, -2
> COc1cccc(-c2ccc3nnc(SCC(=O)N4CCCC4)n3n2)c1
→ -4.3, -3, 3, 0.5, -4, 2, 2, 98, 0.2, -2

# (list continues)
SMILES,MC4R ag barr,HTR2A ag,MC4R antagonist,aDG glyco act,ABHD5 PLIN5 PPI,Glyco luc inh,H9c2 protect,ABCB6 inh 2,hiPSC survival,Exocytosis inh
COc1cc(/C=N/NC(=O)c2cccnc2)ccc1OCC(=O)Nc1ccccc1Cl,3.0,-2,3,0.8,-4,1,51*,93,-2.8,6
COCCCNC(=O)c1ccc(Cn2c(=O)c3ccccc3n(CC(=O)NCc3ccco3)c2=O)cc1,-0.1,-1,2,0.0,0,1,-6,96,-0.7,-2
CCN(CC)c1ccc(CN(C(=O)c2ccco2)C2CCS(=O)(=O)C2)cc1 (stereo unspecified),0.4,2,0,0.1,2,-1,8,100,-0.7,1
O=C(C1=C(O)C(=O)N(CCCN2CCOCC2)C1c1ccccn1)c1cc2ccccc2o1 (stereo unspecified),-1.4,-3,23,0.2,3,2,-1,94,-1.7,0
COC(=O)c1c(C)[nH]c(C(=O)OCC(=O)NC(C)(C)C)c1C,-2.2,-6,4,0.0,-5,3,3,80,0.0,1
COc1cc2cc(CN(CCCN3CCOCC3)C(=O)Nc3ccccc3F)c(=O)[nH]c2cc1OC,-3.4,1,0,-0.3,-1,0,12,95,-0.8,4
Cc1ccc(C(=O)N/N=C\c2ccc(Br)o2)o1,-0.1,3,-1,-0.2,4,1,-10,96,-0.1,1
CC(C)(C)c1nnc(NC(=O)Cc2ccccc2[N+](=O)[O-])s1,2.1,1,-5,-0.1,2,1,9,102,-0.2,-4
CC1CC(C)CN(CCCNC(=O)c2ccc3nc(N4CCOCC4)sc3c2)C1 (stereo unspecified),0.1,1,1,1.0,5,-3,1,88,-0.3,3
O=C(CCN1CCCCC1c1cccnc1)NCc1ccccc1 (stereo unspecified),0.6,2,22,-0.2,4,5,-2,93,5.2,1
CCCNC(=O)Cn1nc(C)n2c(cc3cc(F)ccc32)c1=O,-0.8,6,3,-0.2,1,-1,-2,96,-0.5,0
CC(=O)CSc1ncnc2c1cnn2-c1ccccc1,-2.1,-2,6,-0.2,7,-6,-15,98,-3.9,2
O=C(O)CCn1[nH]c(=O)c2ccccc2c1=O,-1.5,-2,4,-0.2,-1,3,-1,101,-1.4,2
CCOC(=O)C1CCCN(C(=O)Cn2ncc3c([nH]c4ccc(C)cc43)c2=O)C1 (stereo unspecified),0.1,1,-6,-0.4,5,4,26,99,-0.6,-2
COc1ccc2[nH]c(=O)c(CN(CC3CCCO3)S(=O)(=O)c3ccccc3F)cc2c1 (stereo unspecified),-1.0,-4,0,-0.2,13,-1,53*,99,0.5,0
COCCCN(C(=O)c1ccccc1)c1nc(-c2ccc(OC)cc2)cs1,-0.8,-5,4,0.0,-7,-3,-2,100,-0.5,47
COc1ccc(Cl)cc1NC(=O)COC(=O)c1ccc(C)o1,0.1,0,-3,0.2,2,1,-3,92,-0.4,1
Cc1c(NS(=O)(=O)c2ccc(Br)s2)c(=O)n(-c2ccccc2)n1C,-0.8,0,1,-0.3,1,-2,1,98,1.4,0
CCOC(=O)C1=C(C)N=c2s/c(=C/c3ccc(OCC(=O)O)cc3)c(=O)n2C1c1ccc(OC)cc1OC (stereo unspecified),1.0,9,-2,0.1,-16,2,12,94,1.6,2
Cc1nnc2sc(-c3ccc(NC(=O)CSc4ccc(Cl)cc4)cc3)nn12,0.5,2,-1,0.2,-5,-1,4,95,1.9,3
COc1ccc(OCCCC(=O)N(CCC2=CCCCC2)c2c(N)n(Cc3ccccc3)c(=O)[nH]c2=O)cc1,2.0,-3,26,-0.1,6,-1,0,99,2.0,2
CCOc1ccc(CNC(=O)CCS(=O)(=O)c2ccc3c(c2)NC(=O)CO3)cc1OC,-3.3,1,1,-0.2,2,1,6,94,0.1,-2
COc1ccc(CCNc2nc(-c3ccc(F)cc3)c(CC(=O)O)s2)cc1OC,0.7,-4,17,0.1,-14,1,1,113,-0.4,15
COc1cccc(C(=O)N2N=C(c3cccc(OC)c3)CC2(O)C(F)(F)F)c1 (stereo unspecified),0.8,4,9,0.5,-7,1,3,106,5.0,5
Cc1cc(C)c2nc(-c3ccccn3)cc(C(=O)Nc3cc(C)on3)c2c1,16*,7,14,-0.4,-8,1,17,95,3.6,1
CC(C)(C)c1ccc(C(=O)N2CCC2(C)C(=O)NS(=O)(=O)c2ccccc2Cl)cc1 (stereo unspecified),-1.5,5,10,0.0,-1,0,3,96,3.9,0
COCC(=O)/C=C1\Sc2ccccc2N1C,1.3,2,4,-0.2,6,5,-6,99,-1.4,-3
OCCC1CN(C2CSCCSC2)CCN1Cc1ccccc1 (stereo unspecified),1.8,-1,4,-0.4,5,1,-5,86,-0.1,-2
COc1ccc(-c2nc(CS(=O)(=O)CC(=O)NCCCN3CCOCC3)c(C)o2)cc1,-2.6,-1,8,0.1,-2,1,-4,100,-0.3,0
CCN(CC)Cc1c(C(=O)N/N=C/c2ccc(OCc3ccccc3C)cc2)nnn1-c1nonc1N,-2.0,3,6,1.3,-12,-5,-6,94,-0.3,5
CCOc1ccc(NC(=O)CN2CCN(CC(=O)Nc3ccc(OC)cc3OC)CC2)cc1,-1.2,4,6,0.2,-6,0,10,91,-0.3,0
COc1ccc(-c2cc3c(=O)n(CC(=O)NC4CCN(Cc5ccccc5)CC4)ncn3n2)cc1,-1.8,-1,3,0.1,0,0,-32,95,-0.9,3
CCOC(=O)N1CCN(S(=O)(=O)c2ccc(NC(C)=O)cc2)CC1,-0.3,1,4,0.0,5,-1,-8,97,0.0,-10
CCOc1cc(/C=N/NC(=O)c2cc(-c3cccnc3)nc3ccccc23)ccc1O,0.3,-4,0,0.1,9,2,27,95,-0.6,-5
CCOc1ccccc1C(=O)N(Cc1cccs1)C1CCS(=O)(=O)C1 (stereo unspecified),0.4,-1,21,-0.1,-4,2,-4,99,5.0,-2
Cc1c(N2C(=O)/C(=C\C3CC=CCC3)SC2=S)c(=O)n(-c2ccccc2)n1C (stereo unspecified),-1.9,-1,7,-0.2,-8,1,0,110,-0.6,12
CC(=O)N(C)c1ccc(N=Nc2ccc3ncccc3c2)cc1,-0.6,0,-9,0.2,-6,-14,-21,99,-4.5,2
COC(=O)CSc1nc(NC(C)=O)nc(C)c1Br,1.2,-2,1,0.1,0,1,2,109,-2.0,-3
N#CC(NC(=O)OCc1ccccc1)c1ccccc1 (stereo unspecified),-2.3,-4,3,0.1,1,-4,4,92,-0.3,-5
Cc1ccc(-c2ccc(=O)n(CC(=O)NCc3ccc(F)cc3)n2)cc1,-3.2,0,-1,0.0,2,1,-3,95,-0.6,2
NS(=O)(=O)c1ccc(CNC(=S)NC2CCCC2)cc1,2.1,1,15,0.0,0,1,3,96,0.3,-1
CCOC(=O)c1ccccc1NS(=O)(=O)c1cnn(CC)c1C,0.0,-1,-3,-0.4,6,0,-2,96,-0.6,-2
O=[N+]([O-])c1cccnc1N1CCN(c2ccc(F)cc2)CC1,0.3,2,0,0.4,-2,-3,17,96,0.5,-2
Cc1[nH][nH]c(=O)c1C(c1ccc(-c2ccc(Cl)c(Cl)c2)o1)c1c(C)[nH][nH]c1=O,-1.4,1,-1,-0.1,-17,46*,-20,98,-0.4,19
Cc1cc(Cn2ccnc2)c(C)c([N+](=O)[O-])c1Cn1ccnc1,-2.0,4,8,0.1,0,1,4,93,-0.6,-6
CCOCCCn1c(=NC(=O)c2cccs2)c(C#N)cc2c(=O)n3ccccc3nc21,-1.2,0,12,0.3,8,7,11,98,0.0,2
Cc1ccc(S(=O)(=O)N2CCN(C)CC2)cc1C(=O)NC1CCCCC1,-1.1,-1,1,0.1,0,-1,4,102,-0.6,-20
O=C(CCc1c[nH]c2ccccc12)Nc1ncccc1O,-1.3,-6,12,0.1,0,4,3,98,0.4,1
Cc1c(Cl)cccc1NC(=O)CC(Cc1ccccc1)C(=O)O (stereo unspecified),-1.6,-2,12,0.0,-2,2,12,98,-0.6,1
CCN(CC)S(=O)(=O)c1ccc(N2CCN(S(=O)(=O)c3ccccc3C#N)CC2)nc1,1.3,-1,10,0.2,1,-4,-14,92,-0.9,0
Cn1cnnc1SCC(=O)NC1CCCC1,-1.5,-4,2,-0.2,-1,0,3,100,-0.1,3
COc1ccc(NC(=O)Cn2nnc(-c3ccccc3NS(=O)(=O)c3ccccc3)n2)cc1,-0.7,1,11,2.3,-4,-5,-7,99,-3.5,1
CCc1ccc(CCC(=O)Nc2nc(CC(C)=O)ns2)o1,-0.8,-1,-4,-0.1,4,1,4,97,-3.1,2
